Assay outcomes as filed in PubChem.
Nrf2 activator – qHTS of Nrf2 Activators. AREc32 ARE-luciferase reporter (MCF7-derived line), luminescence, 24 h. Potency, µM (titrated, usually from 46.1 µM), inactives show at the top dose activation, most hits filed as activators. 0.31% of 410,000 active. AID 624171, 2012; note: potency is the fitted concentration of half-maximal effect; % of control where 0% means no effect; nearly all actives have a fitted effect of over 65% in size
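Luciferase luminescence (Steady-Glo, 30 min at room temperature) served as the read-out of ARE activation in AREc32 cells treated with compounds for 24 hr at 37 deg C.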
ATXN2 expr inh – Primary qHTS for Inhibitors of ATXN expression; HEK-293 ATXN2-luciferase reporter, luminescence, 24 h; Potency, µM (titrated, usually from 57 µM), for the others: top-dose activity change, negative = inhibition, most hits filed as inhibitors; 0.72% of 360,000 active; AID 1745845, 2022; note: potency is the fitted concentration of half-maximal effect; % is set by controls: 0 for no effect and ±100 for the full control effect; nearly all actives have a fitted effect of over 55% in size
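ATXN2-luciferase reporter cells (luciferase flanked by upstream and downstream ATXN2 gene portions) were treated 24 h at 37 °C with compounds at up to 57 uM. SteadyGlo luminescence gave expression; GF-AFC fluorescence gave viability.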
TGFb inhibitor – qHTS for Inhibitors of TGF-b; HepG2 CAGA-GFP TGF-b/SMAD3 reporter, GFP fluorescence, 18 h; TGF-beta stimulated, 500 pg/mL final; Potency, µM (doses to about 46.1 µM), for inactives: at the highest dose activity, negative = inhibition, hits mostly inhibitors; 1.2% of 410,000 active; AID 588855, 2011; note: potency is the fitted concentration of half-maximal effect; % is set by controls: 0 for no effect and ±100 for the full control effect; nearly all actives have a fitted effect of over 65% in size
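Smad-responsive CAGA-GFP expression was quantified in HEPG2 cells exposed to compounds and 500 pg/mL final TGF-beta for 18 h at 37 degrees C; unstimulated wells defined full inhibition.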
ATXN viability – Viability Counterscreen for Primary qHTS for Inhibitors of ATXN expression; S2 cells (HEK-293 line with an ATXN2-luciferase reporter) viability, CellTiter-Fluor protease fluorescence, 24 h; Potency, µM (doses to about 56.7 µM), most hits filed as cytotoxic; 0.49% of 400,000 active; AID 651635, 2014; note: potency is the fitted concentration of half-maximal effect; nearly all actives have a fitted effect of over 40% in size
HepG2 tox – qHTS for Inhibitors of TGF-b: Cytotox Counterscreen. HepG2 CAGA-GFP viability, ATP luminescence, 18 h. Potency, µM (titrated, usually from 46.1 µM), without a hit: at the top dose activity change, negative = cytotoxicity, usual class: cytotoxic. 0.76% of 410,000 active; note: potency is the fitted concentration of half-maximal effect; some results filed as inactive show a strong effect at the top dose
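HepG2 CAGA-GFP cells (1000/well, DMEM with 1% FBS) received compound, then TGF-beta at 500 pg/mL final, and were incubated 18 hours at 37 degrees C. Viability was read by CellTiter-Glo luminescence. Media-only wells were set as complete cell-killing and DMSO as no toxicity.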
IL2 activator – qHTS of IL-2 Activators; activation, % (series mostly up to about 46 µM); AID 652025, 2013; IL-2 activation reporter assay, cell-based qHTS; stimulated with anti-CD3/CD4/CD28 beads; in transgenic mouse T cells; 0.065% of 360,000 active; in the data active = activation above about 50%; inconclusive = mostly about 30% to 49%; note: 0% is about no effect
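First, unstimulated transgenic mouse T cells were exposed to compound for 60 min. Next, anti-CD3/anti-CD4-coated beads with anti-CD28 were added. Finally, after 18 h at 37 degrees C, EGFP and DsRed were imaged.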
EPAC2 agonist – qHTS for Agonist of cAMP-regulated guanine nucleotide exchange factor 4 (EPAC2): primary screen; Rap guanine nucleotide exchange factor 4 (Homo sapiens), Q8WZA2; EPAC2 activation, biochemical qHTS; response scale: 100% = 6.5 mM cAMP response; Potency, µM (series often up to 154 µM), for inactives: top-dose activation, hits mostly activators; 0.079% of 360,000 active; note: potency is the fitted concentration of half-maximal effect; nearly all actives have a fitted effect of over 50% in size
Target sequence (Q8WZA2 whole entry, looked up): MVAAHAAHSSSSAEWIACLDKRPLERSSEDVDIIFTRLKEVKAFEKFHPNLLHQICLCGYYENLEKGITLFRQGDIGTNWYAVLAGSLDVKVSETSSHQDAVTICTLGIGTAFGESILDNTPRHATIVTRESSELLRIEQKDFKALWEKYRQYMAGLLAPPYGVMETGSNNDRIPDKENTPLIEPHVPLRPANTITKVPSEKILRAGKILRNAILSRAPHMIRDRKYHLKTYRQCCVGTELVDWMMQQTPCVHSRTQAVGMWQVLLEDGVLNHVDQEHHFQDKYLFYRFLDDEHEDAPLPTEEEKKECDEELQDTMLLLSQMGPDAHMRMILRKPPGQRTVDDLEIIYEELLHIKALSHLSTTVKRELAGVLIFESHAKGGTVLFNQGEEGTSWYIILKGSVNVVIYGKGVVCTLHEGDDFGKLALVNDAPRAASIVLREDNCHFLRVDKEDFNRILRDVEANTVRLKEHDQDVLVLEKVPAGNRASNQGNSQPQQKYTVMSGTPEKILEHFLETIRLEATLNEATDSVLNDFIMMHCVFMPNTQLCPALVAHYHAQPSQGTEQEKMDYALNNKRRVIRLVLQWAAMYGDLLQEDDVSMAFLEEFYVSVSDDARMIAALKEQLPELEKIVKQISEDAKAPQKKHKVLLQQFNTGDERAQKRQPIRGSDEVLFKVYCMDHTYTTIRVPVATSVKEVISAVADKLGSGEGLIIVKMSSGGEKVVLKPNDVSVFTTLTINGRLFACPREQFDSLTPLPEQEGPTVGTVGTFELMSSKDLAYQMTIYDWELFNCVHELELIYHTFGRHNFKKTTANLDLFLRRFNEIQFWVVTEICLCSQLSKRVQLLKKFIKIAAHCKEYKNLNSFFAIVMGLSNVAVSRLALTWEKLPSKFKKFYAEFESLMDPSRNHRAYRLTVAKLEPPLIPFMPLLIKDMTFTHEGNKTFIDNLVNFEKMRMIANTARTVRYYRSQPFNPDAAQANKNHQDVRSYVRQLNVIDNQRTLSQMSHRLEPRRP
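Setup: EPAC2 100 nM, labeled Rap1B complex 250 nM, free GDP 50 uM. Compound titrations pinned in, brief spin, 5 min room temperature incubation. Kinetic fluorescence read over 30 min, normalized to 6.5 mM cAMP.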
A549 tox – Nrf2 qHTS screen for inhibitors: counterscreen for cytotoxicity; 0.16% of 390,000 active; A549 ARE-Fluc cells, CellTiter-Fluor viability, 18-24 h; Potency, µM (top dose mostly 46 µM), for the others: at the top dose activity change, negative = cytotoxicity, actives largely listed as inhibitors; note: potency is the fitted concentration of half-maximal effect; % is set by controls: 0 for no effect and ±100 for the full control effect
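Cytotoxicity counterscreen: CellTiter-Fluor fluorescence was measured in A549 ARE_Fluc cells after 18-24 h of compound exposure in a concentration series. The subsequent BugLite luminescent read reports ARE-luciferase activity.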
Nrf2 block – Nrf2 qHTS screen for inhibitors; 2.1% of 360,000 active; A549 ARE-Fluc reporter, luciferase luminescence, 18-24 h; AID 504444, 2011; Potency, µM (series often up to 46 µM), inactives show top-dose activity change, negative = inhibition, usual class: inhibitors; note: potency is the fitted concentration of half-maximal effect; % is set by controls: 0 for no effect and ±100 for the full control effect; nearly all actives have a fitted effect of over 60% in size
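Two sequential reads on A549 ARE_Fluc cells exposed to compound for 18-24 h: a CellTiter-Fluor fluorescence read for viability, then a luciferase luminescence read for Nrf2/ARE activity.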
* hit, by the source's call; i = inactive; ? = inconclusive; / = no result given; & = joins results of further samples; [ ] = another dose, or the depositor's remark. Unless noted, calls come from the whole dose curve; as a rule, active = well fitted curve in the direction sought with a large enough effect; inconclusive = small, poorly fitted or top-dose-only effect, or another doubt; inactive = no such curve, though single readings can be large; an effect the other way counts as inactive or inconclusive. An unsorted share of the library; any-hit rate near 4.3%.

SMILES	Nrf2 activator	ATXN2 expr inh	TGFb inhibitor	ATXN viability	HepG2 tox	IL2 activator	EPAC2 agonist	A549 tox	Nrf2 block
COCCNC(=O)CN1C(=O)CCn2nc(-c3cn(C)c4ccccc34)cc21	-0.9%	5%	1%	i	4%	/	/	0%	/
OCCC1CN(Cc2cccc3nccnc23)CCN1Cc1ccc(F)c(F)c1 (centres undefined)	0.1%	-17%	-17%	i	3%	-2.1	3%	7%	-1%
O=C(Nc1ccc(C(=O)OCc2cc(=O)n3c4c(sc3n2)CCCC4)cc1)c1ccc(Cl)cc1	0.9%	/	8%	/	3%	/	/	0%	/
Cn1c(=O)c2c(ncn2Cc2cccc(Cl)c2)n(C)c1=O	2.7%	-17%	2%	i	-30%	-2.6	-5%	-3%	?
CCOC(=O)NC(=O)c1cn(-c2ccc(OC)cc2)c(=O)[nH]c1=O	-0.1%	/	3%	i	3%	-0.1	5%	5%	-11%
COc1ccc(/C=N/NC(=O)COc2cccc3ccccc23)c(C(=O)O)c1OC	2.1%	-2%	4%	i	2%	-1.9	-2%	-1%	2%
CCN(Cc1cnn(C)c1)Cc1nc(C(c2ccccc2)c2ccccc2)no1	-1.0%	/	-4%	i	14%	0.6	10%	15%	9%
CCOC(=O)N/N=C\c1ccc(OC(=O)c2ccco2)cc1	5.3%	25%	2%	i	-5%	-2.2	7%	-2%	4%
CC1=C(C(=O)N2CCCCCC2)CC(CC(=O)NCC2CCCCC2)C(=O)N1CCCN1CCCC1=O (centres undefined)	-0.4%	7%	/	i	/	0.7	5%	/	/
N#Cc1ccccc1NC(=O)C(=O)NCCc1csc(-c2ccc(F)cc2)n1	-0.6%	/	-9%	/	-51%	/	/	1%	/
COc1ccccc1CCC(=O)Nc1ccc2c(c1)CN(Cc1ccc(C)o1)CC2	2.0%	-7%	-24%	i	-19%	-1.1	0%	-5%	?
C=CCn1c(CCNC(=O)c2cccs2)n[nH]c1=S	0.0%	1%	0%	i	2%	-3.6	1%	-8%	-6%
COc1cccc(-c2nnc(SCC3CNC(=O)O3)n2-c2ccc(Cl)cc2)c1 (centres undefined)	-0.8%	-16%	?	i	-12%	-0.4	1%	-1%	-13%
N#Cc1cc2c(nc1SCc1ccccc1)CCCC2	0.3%	7%	3%	i	3%	-1.5	-1%	8%	-6%
O=[N+]([O-])c1ccc2c(c1)nc1n2CCSC1	-0.9%	-17%	0%	i	3%	1.1	9%	1%	-15%
COc1ccc(C(=O)c2coc3ccc(O)c(CN4CCCCC4)c23)cc1	-0.6%	-28%	5%	?	-64%	1.9	12%	-5%	12%
CC(=O)Nc1ccc(S(=O)(=O)NC2(C(F)(F)F)NC(=O)N(Cc3ccccc3)C2=O)cc1 (centres undefined)	-0.7%	-8%	7%	i	-6%	-0.4	5%	-2%	2%
CCC(=O)NC(c1ccc(C)cc1)c1cc(Cl)c2cccnc2c1O (centres undefined)	3.5%	?	?	?	2%	0.3	13%	-16%&-5%	?
CCOc1ccc(NC(=O)N2CCN(c3ccc(Cl)c(Cl)c3)CC2)cc1	-1.3%	/	/	/	-27%	/	/	0%	-6%
O=C1CNC(=S)N1C(CO)c1ccccc1 (centres undefined)	-0.7%	0%	1%	i	11%	0.7	17%	3%	-1%
Cc1cc(C)nc(SCC(=O)N/N=C/c2cccn2-c2ccc(O)cc2)n1	-0.3%	0%	-3%	i	0%	-0.4	4%	-12%	-15%
c1ccc(NN=C2c3ccccc3-c3ccccc32)cc1	11%	11%	10%	i	4%	-0.3	7%	?	?
CCc1cc(=O)oc2cc(C)cc(OCC(=O)NCC(O)c3ccccc3)c12 (centres undefined)	-0.1%	0%	13%	i	2%	-1.3	1%	1%	8%
COc1ccc(CCNC(=O)Cn2nc(C)n3nc(-c4ccccc4)cc3c2=O)cc1OC	0.3%	-6%	4%	i	-3%	-0.6	-12%	-4%	-2%
Cc1cc2nc3c(nc2cc1C)CCCC3	4.0%	/	-3%	i	-10%	-0.8	10%	2%	?
Cc1ccc(OC(C)C(=O)Nc2ccc(F)cc2)c([N+](=O)[O-])n1 (centres undefined)	0.1%	1%	5%	i	8%	0.4	8%	-4%	-2%
S=c1[nH]ncn1/N=C/c1ccc(N2CCOCC2)cc1	-0.7%	-15%	-9%	i	3%	4.9	-2%	0%	?
Cc1ccc(CNC(=O)c2nnc(Cc3cccc(F)c3)o2)cc1	0.1%	-1%	19%	i	-8%	/	/	?	15%
Cc1ccc(-c2c(C)n([O-])c3c([n+]2=O)CCCCC3)cc1	0.3%	3%	4%	i	4%	0.3	5%	-1%	14%
CCCC(=O)Nc1nc(CC(=O)OCC)cs1	1.8%	/	2%	i	-12%	-0.2	10%	1%	1%
CCCc1cc(C(=O)Nc2ccc(Cl)cn2)cs1	25%	3%	-14%	i	-21%	-0.7	-3%	8%	?
O=[N+]([O-])C1C(c2ccccc2)=NOC1c1ccccc1O (centres undefined)	6.2%	/	9%	i	1%	-0.2	-4%	2%	-9%
C=CCOc1ccc(/C=N/NC(=O)C(=O)Nc2ccccn2)cc1OC	-0.9%	15%	19%	i	8%	-3.8	-12%	1%	?
CC1CCN(C(=O)CSc2nc3c(cnn3-c3ccc(Cl)cc3)c(=O)[nH]2)CC1	-1.2%	-2%	2%	i	2%	-0.2	3%	2%	-7%
COc1ccc(C2C(C#N)=C(/N=C/N3CCN(C)CC3)OC3=C2C(=O)CC(C)(C)C3)cc1OC (centres undefined)	-0.1%	1%	-2%	i	0%	-1.4	1%	-8%	4%
CCOC(=O)N1CCN(C(=O)c2ccccc2NC(=O)c2ccc(C(C)(C)C)cc2)CC1	0.4%	-23%[11.3 µM]	-10%	i	5%	-0.2	3%	-2%	-10%
COc1ccc(OC)c(NC(=O)CS(=O)(=O)Cc2nc(-c3ccccc3C)oc2C)c1	0.5%	-21%	-14%	?	-3%	-2.1	13%	1%	8%
CC(C)CCNC(=O)c1cc(-c2cccs2)nc2ccccc12	9.2%	/	-17%	?	-23%	-0.5	-8%	1%	7%
CCN1C(=O)[C@@H]2[C@@H](c3ccc(-c4ccccc4)cc3)N3CCCC[C@@]3(C(=O)OC)[C@@H]2C1=O	-0.3%	-15%	-1%	i	-19%	0.9	11%	1%	?
CC(=O)Nc1ccc(-c2nnc(SCc3ccccc3C#N)n2C)cc1	-0.8%	/	-13%	/	-1%	-0.3	3%	-3%	-6%
CC1CCCC(NC(=O)c2ccc3c(c2)N(Cc2ccccc2)C(=O)CS3=O)C1C (centres undefined)	-0.4%	-11%	3%	i	-3%	1.1	7%	3%	11%
Cc1nnc(SCC(=O)c2ccccc2)n1Cc1ccccc1	-1.2%	1%	8%	i	-18%	-1.8	6%	4%	7%
O=C(Cc1ccccc1)Nc1ccccc1C(=O)N1CCCCCC1	-0.4%	-4%	8%	i	0%	0.1	3%	1%	19%
OCCC1CN(Cc2cccn2-c2ccccn2)CCN1C1CCCCC1 (centres undefined)	-0.8%	-32%[11.3 µM]	-10%	i	10%	2.1	-2%	2%	?
CCC(CC)c1nc(C#N)c(NCc2ccccc2)o1	-0.7%	-3%	?	i	-10%	-0.3	-1%	-1%	-15%
Cc1ccc(Oc2nc(-c3ccccc3)ncc2S(=O)(=O)c2ccc(C)cc2)cc1	-0.3%	0%	37%[activator]	i	30%	2.1	4%	12%	/
COC(=O)c1nn(-c2cccc(Cl)c2)ccc1=O	0.6%	3%[11.3 µM]	1%	i	-2%	0.1	3%	2%	0%
COc1cccc(CNC(=O)CCNC(=O)C2CCN(S(=O)(=O)c3ccc(F)cc3)CC2)c1	-0.3%	/	0%	i	-42%	0.8	5%	-6%	8%
CNC(=S)N/N=C/c1ccc(N2CCOCC2)s1	14%	-11%	?	?	-43%	-0.2	13%	-10%	3%
COc1cccc(N2CC(C(=O)Nc3nnc(SCC(=O)N4CCCC4)s3)CC2=O)c1 (centres undefined)	-0.4%	-9%	-2%	i	0%	-0.7	1%	-12%	0%
Cc1ccc(N(CC(=O)N2CCN(c3cccc(Cl)c3)CC2)S(=O)(=O)c2c(C)noc2C)cc1	0.0%	-7%	?	i	-20%	/	/	-15%	?
C/C(=N\NC(=O)CN1CCN(S(=O)(=O)c2ccc(C)cc2)CC1)c1cccnc1	-0.5%	-8%	0%	i	2%	0.6	1%	-3%	11%
COc1ccc(N2CCc3c(C)nc4c(OC)cccc4c32)cc1	0.6%	-19%[11.3 µM]	11µM*	?	-13%	-2.5	1%	-17%	14%
COc1cc2c(cc1OC)C1(CCCC1)CNC2c1cccc([N+](=O)[O-])c1 (centres undefined)	-0.1%	-26%	2%	i	0%	-2.9	15%	1%	-6%

Taken from the listing (4 entries):
SMILES	Nrf2 activator	ATXN2 expr inh	TGFb inhibitor	ATXN viability	HepG2 tox	IL2 activator	EPAC2 agonist	A549 tox	Nrf2 block
COC(=O)c1nn(-c2cccc(Cl)c2)ccc1=O	0.6%	3%[11.3 µM]	1%	i	-2%	0.1	3%	2%	0%
COc1cccc(CNC(=O)CCNC(=O)C2CCN(S(=O)(=O)c3ccc(F)cc3)CC2)c1	-0.3%	/	0%	i	-42%	0.8	5%	-6%	8%
CNC(=S)N/N=C/c1ccc(N2CCOCC2)s1	14%	-11%	?	?	-43%	-0.2	13%	-10%	3%
COc1cccc(N2CC(C(=O)Nc3nnc(SCC(=O)N4CCCC4)s3)CC2=O)c1 (centres undefined)	-0.4%	-9%	-2%	i	0%	-0.7	1%	-12%	0%
